# Screens deposited in PubChem by several laboratories.
# Cardiac RTF inh: cardiac RTF calcium desensitization | AID 493244 | P19429+P45379 | 0.12% of 340,000 active | IANBD-labeled cardiac RTF, Ca2+ fluorescence | inhibition, % at 7.15 µM;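 active = inhibition above the mean inhibition of all tested compounds plus 3 SD, cut at about 17% in these data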;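 also: assay run at fixed EC70 calcium of 1.6 mM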
# Rtt109 Vps75: inhibitors of Candida albicans Rtt109/Vps75 histone acetyltransferase; Q5AAJ8; purified Rtt109/Vps75, ThioGlo CoA-SH fluorescence, 4 h; inhibition, % at 34.9 µM; 0.16% of 330,000 active;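 active = inhibition of at least 50% in every replicate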
# dFosB activator: enhances mouse delta FosB homodimer DNA binding | P13346 | purified delta FosB, TAMRA-CDK5 oligo fluorescence polarization; percent of positive-control signal above neutral wells | activation, % at 25 µM | 0.99% of 340,000 active | AID 493131;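 active = mean activation above about 17%, with every replicate also reaching it, limit read from the data, passing the limit was not always enough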;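 also: fluorescence polarization rise as delta FosB binds a TAMRA Cdk5 AP-1 oligo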
# Target sequence (P13346 whole entry, looked up): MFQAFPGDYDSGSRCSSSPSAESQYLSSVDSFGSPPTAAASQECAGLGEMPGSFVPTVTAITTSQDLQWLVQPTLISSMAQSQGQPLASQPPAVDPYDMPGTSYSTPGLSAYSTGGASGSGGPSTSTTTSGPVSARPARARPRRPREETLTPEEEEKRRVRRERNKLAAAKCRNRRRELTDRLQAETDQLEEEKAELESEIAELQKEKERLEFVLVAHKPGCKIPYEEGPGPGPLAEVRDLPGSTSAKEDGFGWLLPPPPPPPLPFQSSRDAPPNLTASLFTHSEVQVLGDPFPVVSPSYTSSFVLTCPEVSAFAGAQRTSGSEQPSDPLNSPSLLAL
# CDK5 inh: inhibitors of human CDK5/p35 kinase; Q00535+Q15078; Recombinant CDK5/p35, ADP-Glo luminescence, 60 min; inhibition, % at 10 µM; 0.01% of 330,000 active;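 active = highest replicate inhibition of at least 50% and at least 75% of replicates reaching 50%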;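 also: plate controls were DMSO neutral control for no effect and GW8510 at 10 µM for full effect; many of its hits are not listed in these tables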
# Target sequence (Q00535 whole entry, looked up): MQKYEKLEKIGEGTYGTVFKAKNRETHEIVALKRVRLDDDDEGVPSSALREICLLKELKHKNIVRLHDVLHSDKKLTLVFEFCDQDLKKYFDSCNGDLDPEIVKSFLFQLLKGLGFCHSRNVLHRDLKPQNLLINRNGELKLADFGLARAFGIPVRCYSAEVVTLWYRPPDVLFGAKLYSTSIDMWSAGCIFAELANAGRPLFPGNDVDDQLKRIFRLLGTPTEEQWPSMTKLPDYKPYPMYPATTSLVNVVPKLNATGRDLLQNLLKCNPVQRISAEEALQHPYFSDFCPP
# Target sequence (Q15078 whole entry, looked up): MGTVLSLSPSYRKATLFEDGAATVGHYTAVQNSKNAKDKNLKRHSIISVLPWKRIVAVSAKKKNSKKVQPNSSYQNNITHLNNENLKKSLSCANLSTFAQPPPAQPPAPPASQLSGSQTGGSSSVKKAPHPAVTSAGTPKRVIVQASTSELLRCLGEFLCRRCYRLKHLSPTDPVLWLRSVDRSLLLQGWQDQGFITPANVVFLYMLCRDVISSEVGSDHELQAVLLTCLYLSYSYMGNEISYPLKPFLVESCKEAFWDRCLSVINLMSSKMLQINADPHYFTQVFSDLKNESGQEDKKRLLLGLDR
# C-LANA FP: blocks KSHV LANA C-terminal domain binding to DNA | MBP-C-LANA/FAM-LBS DNA binding, fluorescence polarization | 0.078% of 340,000 active | AID 504423 | inhibition, % at 9 µM;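 active = highest replicate inhibition at or above 60% at 9 µM, even if other replicates fall short; inactive = all replicates below 60% inhibition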;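 also: 0% = neutral control wells and 100% = 4 µM acridine orange control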
# PvdQ acylase: P. aeruginosa PvdQ acylase inhibition; purified PvdQ acylase, fluorescence plate reader; inhibition, % at 10 µM; 0.063% of 340,000 active; in the data active = inhibition above about 30%, passing the limit was not always enough;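 also: 0% = vehicle neutral wells and 100% = reference inhibitor wells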
# cardiac RTF act: cardiac RTF calcium sensitization; AID 493008; P19429+P45379; IANBD-labeled TnC RTF fluorescence at EC20 calcium; 0% EC20 calcium, 100% full calcium; activation, % at 7.2 µM; 0.24% of 340,000 active;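 active = activation above the mean over all tested compounds plus 3 SD, cut at about 30% in these data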;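 also: rise in fluorescence read as greater calcium sensitivity of cardiac thin filaments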
# Mot1-301 SUMO: blocks SUMOylation pathway, rescuing yeast Mot1-301 growth. S. cerevisiae Mot1-301 growth rescue, ATP luminescence, 38.5C; percent above DMSO median, 100 means doubled. growth rescue, % at 18.8 µM. 1% of 320,000 active;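 active = every valid replicate shows activation above 250% relative to neutral control wells; inactive = the rest, any valid replicate at or below 250%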;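 also: OY570 slx delta 5 strain wells were the positive control but not used for scaling; some compounds called inactive have numbers as strong as hits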
# Keap1 Nrf2 FP: disrupts human Keap1 binding to Nrf2 peptide | Q14145 | Keap1 Kelch-Nrf2 peptide fluorescence polarization, 1536-well | inhibition, % at 9.4 µM | 0.15% of 340,000 active | AID 504523; in the data active = inhibition above about 12%;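 also: human Keap1 Kelch domain with fluorescein labeled Nrf2 9mer peptide probe; 0% = neutral control wells and 100% = peptide positive control; higher means more block of Keap1 binding to Nrf2 peptide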
# NSD2 HMT inh: inhibitors of human histone methyltransferase NSD2; O96028; NSD2 peptide methylation, AlphaScreen, 120 min; inhibition, % at 12.5 µM; 0.54% of 310,000 active; AID 743445; in the data active = inhibition above about 50%
# PfHsp90 set2: growth inhibition of yeast expressing Plasmodium Hsp90; S. cerevisiae expressing PfHsp90, BacTiter-Glo ATP, 48 h; yeast lacking PDR1 and PDR3 efflux regulators; 0.32% of 310,000 active; inhibition, % at 9.4 µM;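 active = every replicate shows inhibition above about 80%, whatever the replicate mean, limit read from the data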;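 also: 0% = DMSO neutral controls and 100% = 20 µM radicicol positive controls; yeast relying on Plasmodium falciparum Hsp90 in place of its own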
# Numbers without * were called inactive; x = no result given. Rows were taken by chance; 3.2% or so of the library scored in one or more.
Molecule	Cardiac RTF inh	Rtt109 Vps75	dFosB activator	CDK5 inh	C-LANA FP	PvdQ acylase	cardiac RTF act	Mot1-301 SUMO	Keap1 Nrf2 FP	NSD2 HMT inh	PfHsp90 set2
Cc1ccc([N+](=O)[O-])c2c1C(N1CCCCC1)C(C)(C)O2 (stereo not given)	-4	-10	2	1.7	3.7	10	1	5	0	19	0
COc1ccc(OCC(=O)NC(=S)Nc2ccc(S(=O)(=O)Nc3cc(C)on3)cc2)cc1	-1	26	-2	-1.6	0.6	7	-1	184	5	1	18
CC(C)CNc1ncnc2c1sc1nc(N3CCOCC3)c3c(c12)CC(C)(C)OC3	-15	-8	-4	0.3	-0.2	-11	-4	22	-3	x	-12
COc1ccc(N2CCN(S(=O)(=O)Cc3ccccc3)CC2)cc1	-5	6	1	-0.2	-0.1	-16	23	5	0	2	17
CCN1CCN(c2ccc(S(=O)(=O)N3CCOCC3)cc2NC(=O)c2ccc(OCC(C)C)cc2)CC1	6	-2	4	0.4	-0.5	-11	3	x	1	4	-6
CCOC(=O)c1sc(-c2ccccc2)cc1NC(=O)Nc1ccccc1	-3	-4	-10	-6.2	0.4	-22	10	-18	-6	0	12
O=C(C1CCCN(S(=O)(=O)c2cccc3nsnc23)C1)N1CCCCCC1 (stereo not given)	17*	-3	1	-0.4	-0.4	-13	2	-2	4	-1	12
O=C(CC1C(=O)NCCN1Cc1cccc(Oc2ccccc2)c1)NCCc1cscn1 (stereo not given)	-10	x	-5	-1.0	0.9	-9	-2	-13	-3	2	-15
Cc1ccc(NC(=O)c2ccccc2F)c(NC(=O)c2ccccc2F)c1	2	-23	-6	-2.9	-1.2	-6	3	-6	-2	0	-1
Cc1cc(C)cc(OC(C)C(=O)Nc2ccccc2C(=O)NCc2cccnc2)c1 (stereo not given)	4	4	-8	-0.8	0.6	-10	1	-1	-4	-2	-18
Cc1ccc(S(=O)(=O)Nc2nsc(N)n2)cc1	-4	16	6	1.9	-0.9	4	2	-44	0	9	x
O=C(CN(Cc1ccccc1)S(=O)(=O)c1cccc(C(F)(F)F)c1)NC1CCCCC1	1	-4	7	-0.2	1.3	-13	-6	-3	-3	0	5
O=C(COC(=O)c1ccc(F)cc1Cl)NC1CCS(=O)(=O)C1 (stereo not given)	-6	10	-13	-1.9	0.1	12	0	x	5	-4	7
CCOC(=O)C(C(=O)OCC)N(C#N)c1nc(N(C)C)nc(N(C)C)n1	-5	-2	5	-1.3	-0.9	-3	-1	-22	1	-1	-16
Oc1ccc(Br)cc1C=Nc1ccc2c3c(cccc13)CC2	-22	5	5	0.5	0.7	-5	-3	-26	-8	-1	32
CCn1c(CNc2ccc(Cl)cc2)nnc1SCc1ccccc1	1	3	-2	0.1	1.6	3	-6	145	0	2	93*
COCC1CCN(C(=O)C2CCC(=O)N(Cc3cccc(F)c3)C2)CC1 (stereo not given)	-3	0	3	-0.7	0.8	-7	-4	-14	4	-3	-13
Cc1ccc(-c2nc3ccccc3c(=O)n2-c2c(C)n(C)n(-c3ccccc3)c2=O)cc1	-6	-9	1	1.9	0.3	13	10	-5	-3	-2	-3
COc1ccccc1OCCC(=O)Nc1cccc(S(=O)(=O)N2CCCCC2)c1	6	9	-7	-0.7	-1.3	-5	4	10	4	1	x
COc1ccccc1OCc1cc(C(=O)NCCN2CCCC(O)C2)no1 (stereo not given)	-2	5	-1	1.1	1.9	0	0	-23	-1	3	-16
CC(=O)c1ccc(S(=O)(=O)NCc2nnnn2-c2ccccc2)cc1	-4	-2	-6	1.8	1.4	-12	1	-5	-4	-1	6
CCOC(=O)C1=C(CSc2nncn2C)NC(=O)NC1c1cc(OCC)ccc1OCC (stereo not given)	-5	2	-2	0.0	-1.4	-20	2	3	-3	-1	x
CCC(=O)Nc1nnc(SCC(=O)NCCc2ccc(OC)c(OC)c2)s1	-2	-2	5	-6.3	1.2	-11	3	0	-5	-5	-4
CN1C(C(=O)NCc2ccccc2)CC2Cn3c(nc4cc5ccccc5cc43)C21 (stereo not given)	5	2	1	-0.6	0.0	4	-2	-10	-2	x	-6
CNC(=S)NNC(=O)c1sccc1C	1	-6	-1	-1.8	-0.5	-19	0	-19	-4	-1	-4
COc1cc(/C=C/C(=O)OCC(=O)NCc2ccccc2OC)ccc1O	-6	3	-8	0.8	1.5	12	-9	-11	-3	0	3
COc1ccccc1NS(=O)(=O)c1ccc(Cl)c(NC(=O)CN2C(=O)c3ccccc3C2=O)c1	4	3	-5	-3.0	-1.3	4	0	-2	-1	8	-6
COc1cccc(NC(=O)CSc2ncnc3c2cnn3Cc2ccccc2)c1	-6	5	-12	3.0	0.2	-15	2	-14	-4	-1	-14
COC(=O)c1ccncc1C(=O)Nc1ccc(OC)cc1	3	7	1	-0.6	0.0	12	-2	-4	-4	1	4
Cc1cc(N2CCN(C)CC2)nc2ccc(NC(=O)CCC3CCCC3)cc12	-2	6	-5	-0.6	0.6	-3	-8	80	0	-2	-35
Cc1c(CCO)c(=O)[nH]n1C(=O)c1c(F)cccc1F	0	5	-2	0.3	1.0	4	2	1	-1	0	43
O=C(COC(=O)/C=C/c1ccccc1Cl)Nc1cccnc1Cl	0	-5	-8	0.2	-0.5	-11	2	-14	0	6	5
O=C(COC(=O)CNS(=O)(=O)/C=C/c1ccccc1)Nc1cc(S(=O)(=O)N2CCCCC2)ccc1Cl	1	x	5	0.4	-0.2	-2	-9	14	-1	0	30
COc1cc(CCC(=O)OCC(=O)Nc2c(C)cc(C)cc2C)cc(OC)c1OC	4	-7	-3	1.7	0.5	-7	-4	-3	1	0	6
Cc1ccc(NC(=O)n2ncc3c(C)cccc32)cc1F	-7	1	6	0.6	-1.5	-13	3	6	3	2	7
COc1ccc(C2C(C(=O)OCC(=O)N3CCCCC3)CCC(=O)N2c2ccc(OC)cc2)cc1 (stereo not given)	-10	-2	-4	-1.4	-0.2	-6	1	12	-2	1	66
CCN(CC)S(=O)(=O)c1ccc(Nc2nc3ccccc3n3nnnc23)cc1	-17	-8	-14	0.5	0.2	-8	-1	5	0	-1	-23
COc1cccc(CN2CCN(C(=O)c3cc(-c4ccccn4)nc4ccc(Cl)cc34)CC2)c1	-8	2	-14	3.4	-0.2	-8	4	-5	-4	0	x
Cc1c(N=C2NC(=O)/C(=C/c3ccc(O)cc3)S2)c(=O)n(-c2ccccc2)n1C	14	11	1	2.0	-3.6	7	5	-3	-2	1	14
CCOc1ccc(NC(=O)CSc2nnc(Cc3csc(C)n3)o2)cc1	-7	-1	-4	0.4	-0.3	-13	4	777*	2	-2	42

# 14 structures already listed, ordered by length of the SMILES, rising.
Molecule	Cardiac RTF inh	Rtt109 Vps75	dFosB activator	CDK5 inh	C-LANA FP	PvdQ acylase	cardiac RTF act	Mot1-301 SUMO	Keap1 Nrf2 FP	NSD2 HMT inh	PfHsp90 set2
CNC(=S)NNC(=O)c1sccc1C	1	-6	-1	-1.8	-0.5	-19	0	-19	-4	-1	-4
COC(=O)c1ccncc1C(=O)Nc1ccc(OC)cc1	3	7	1	-0.6	0.0	12	-2	-4	-4	1	4
Cc1ccc(NC(=O)n2ncc3c(C)cccc32)cc1F	-7	1	6	0.6	-1.5	-13	3	6	3	2	7
O=C(COC(=O)/C=C/c1ccccc1Cl)Nc1cccnc1Cl	0	-5	-8	0.2	-0.5	-11	2	-14	0	6	5
CCOc1ccc(NC(=O)CSc2nnc(Cc3csc(C)n3)o2)cc1	-7	-1	-4	0.4	-0.3	-13	4	777*	2	-2	42
COc1cc(/C=C/C(=O)OCC(=O)NCc2ccccc2OC)ccc1O	-6	3	-8	0.8	1.5	12	-9	-11	-3	0	3
Cc1cc(N2CCN(C)CC2)nc2ccc(NC(=O)CCC3CCCC3)cc12	-2	6	-5	-0.6	0.6	-3	-8	80	0	-2	-35
COc1cc(CCC(=O)OCC(=O)Nc2c(C)cc(C)cc2C)cc(OC)c1OC	4	-7	-3	1.7	0.5	-7	-4	-3	1	0	6
CN1C(C(=O)NCc2ccccc2)CC2Cn3c(nc4cc5ccccc5cc43)C21 (stereo not given)	5	2	1	-0.6	0.0	4	-2	-10	-2	x	-6
Cc1c(N=C2NC(=O)/C(=C/c3ccc(O)cc3)S2)c(=O)n(-c2ccccc2)n1C	14	11	1	2.0	-3.6	7	5	-3	-2	1	14
COc1cccc(CN2CCN(C(=O)c3cc(-c4ccccn4)nc4ccc(Cl)cc34)CC2)c1	-8	2	-14	3.4	-0.2	-8	4	-5	-4	0	x
COc1ccc(C2C(C(=O)OCC(=O)N3CCCCC3)CCC(=O)N2c2ccc(OC)cc2)cc1 (stereo not given)	-10	-2	-4	-1.4	-0.2	-6	1	12	-2	1	66
COc1ccccc1NS(=O)(=O)c1ccc(Cl)c(NC(=O)CN2C(=O)c3ccccc3C2=O)c1	4	3	-5	-3.0	-1.3	4	0	-2	-1	8	-6
O=C(COC(=O)CNS(=O)(=O)/C=C/c1ccccc1)Nc1cc(S(=O)(=O)N2CCCCC2)ccc1Cl	1	x	5	0.4	-0.2	-2	-9	14	-1	0	30
